Source: PubChem (Sanford-Burnham Center for Chemical Genomics)
GPR35 antagonists: inhibition of zaprinast-stimulated GPR35 beta-arrestin translocation – imaging, U2OS, beta-arrestin-GFP, zaprinast agonist, primary screen (AID 2058); one-dose inhibition, % at 10 µM; IC50 in µM for titrated hits; 290,000 compounds, 0.052% hits; U2OS GPR35 beta-arrestin-GFP translocation imaging, zaprinast antagonism; higher % means a stronger effect;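 active means inhibition of at least 50% with at least 30 cells and total cytoplasm GFP at most 10,000,000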
SIAH1 antagonists: Siah-1 peptide-binding antagonists, primary screen, biochemical, fluorescence polarization, rhodamine-plectin, uHTS (AID 1817) | Siah-1 / rhodamine-plectin peptide fluorescence polarization; higher % means a stronger effect | 290,000 compounds, 0.02% hits | displacement, % at 20 µM; hits with a dose series show IC50 in µM;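 active means displacement of at least 50% at 20 µM, with a fluorescence ratio check between 0.3 and a set limit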;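 further: plate controls were Siah plus tracer with DMSO for no effect and tracer alone without Siah for full effect; strong numbers were not always called active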
HIV fusion peptide: inhibitors of HIV fusion peptide binding, primary screen, biochemical, uHTS, fluorescence dequenching (AID 1986) | cell-free peptide binding, fluorescence dequenching, 30 min; higher % means a stronger effect | 290,000 compounds, 0.3% hits | inhibition, % at 20 µM, or IC50 in µM where a hit was titrated; in the data active means inhibition mostly above about 52%, no sharp cut-off; inactive means mostly below about 76%; further: some results filed as inactive read as strong as hits
AID2073: inhibitors of Mint1-CaV2.2 protein interaction, biochemical, HTRF (AID 2073). HTRF protein-protein interaction, Mint1-CaV2.2; higher % means a stronger effect. one-dose inhibition, % at 20 µM; IC50 in µM for titrated hits. 290,000 compounds, 0.19% hits; in the data active means inhibition mostly above about 51%, no sharp cut-off; further: some results filed as inactive read as strong as hits
KOR beta-arrestin-1: KOR agonists, beta-arrestin recruitment, primary screen, cell-based, luminescence, uHTS (AID 1777). KOR beta-arrestin recruitment, luminescence; higher % means a stronger effect. activation, % at 10 µM, or EC50 in µM where a hit was titrated. 280,000 compounds, 0.02% hits; in the data active means activation above about 50%, passing the limit was not always enough; further: a part of the inactive calls stands beside numbers as strong as those of hits
GPR55 beta-arrestin: GPR55 agonists via beta-arrestin recruitment, primary screen, imaging, U2OS cells, beta-arrestin-GFP redistribution (AID 1961); U2OS GPR55 beta-arrestin-GFP redistribution imaging; higher % means a stronger effect; 290,000 compounds, 0.048% hits; one-dose activation, % at 10 µM; EC50 in µM for titrated hits;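 active means activation above 40% with more than 50 cells counted in the well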;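 further: U2OS osteosarcoma cells stably expressing GPR55 and beta-arrestin-GFP; plate controls were DMSO negative control for no effect and LPI positive control for full effect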
NOD1 NF-kB reporter: inhibition of NOD1-driven NF-kB reporter – cell-based, luminescence, uHTS, primary screen (AID 1578); 290,000 compounds, 1% hits; inhibition, % at 4 µM, or EC50 in µM where a hit was titrated; NOD1-driven NF-kB luciferase reporter cells, luminescence; higher % means a stronger effect; in the data active means inhibition mostly above about 36%, no sharp cut-off; inactive means mostly below about 34%;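 further: HEK-293T reporter cells stimulated with the NOD1 agonist gamma-tri-DAP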
KOR beta-arrestin-2: kappa opioid receptor blockers – cell-based, luminescence, uHTS (AID 1778); KOR beta-arrestin recruitment, luminescence, antagonist mode; higher % means a stronger effect; one-dose inhibition, % at 10 µM; IC50 in µM for titrated hits; 290,000 compounds, 0.091% hits; in the data active means inhibition above about 50%; further: strong numbers were not always called active
GPR55 antagonists: inhibition of LPI-stimulated GPR55 beta-arrestin translocation – imaging, U2OS, beta-arrestin-GFP, LPI agonist, primary screen (AID 2013); U2OS GPR55 beta-arrestin-GFP translocation imaging, LPI antagonism; higher % means a stronger effect; inhibition, % at 10 µM; hits with a dose series show IC50 in µM; 290,000 compounds, 0.13% hits;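 active means spots per cell inhibited over 60%, with over 100 cells counted and total cytoplasm intensity under 500,000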;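 further: U2OS cells stably carrying GPR55 and arrestin-GFP stimulated by 5 µM LPI near EC80; imaged beta-arrestin-GFP aggregate spots per cell after agonist stimulation; plate controls were LPI-stimulated DMSO wells for no effect and DMSO wells without LPI for full effect; some results filed as inactive read as strong as hits; confirmed hits need IC50 under 10 µM and bright autofluorescent wells are also inconclusive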
Numbers without * were called inactive; . = no result given; [ ] = dose if it differs, or a comment. Some of the compounds tested. The share of hits here may be higher or lower than overall.

GPR35 antagonists	SIAH1 antagonists	HIV fusion peptide	AID2073	KOR beta-arrestin-1	GPR55 beta-arrestin	NOD1 NF-kB reporter	KOR beta-arrestin-2	GPR55 antagonists	structure
-1%	-5%	-0.4%	-1%	2.3%	-0.1%	48%*	-44%	11%	Cc1cc(CNC(=O)c2cccc([N+](=O)[O-])c2)c2ccccc2n1
5%	12%	-1.3%	9%	-0.4%	0.0%	-6%	27%	-5%	Nc1nc(NCc2ccco2)nc(NCCO)c1[N+](=O)[O-]
-1%	1%	0.2%	-3%	2.6%	0.4%	10%	16%	43%	Cc1ccc(C(=O)N/C(=C\c2ccco2)C(=O)NC2CCS(=O)(=O)C2)cc1 (configuration not stated)
46%	13%	0.1%	-6%	5.8%	0.3%	42%*	-95%	14%	O=C(Nc1ccc(Br)c(C(F)(F)F)c1)c1ccc(C(F)(F)F)cc1
5%	-3%	0.1%	9%	9.4%	0.7%	7%	-67%	0%	Cc1cc(NC(=O)CCCOc2ccc(Cl)cc2Cl)no1
9%	0%	0.5%	10%	2.0%	-0.2%	-25%	-24%	9%	O=C(Nc1ccc(S(=O)(=O)N2CCOCC2)cc1)c1ccccc1Br
-6%	3%	-0.1%	-4%	-0.6%	-0.1%	14%	-6%	7%	Cc1ccc(-c2nnc(SCC(N)=O)nc2-c2ccc(C)cc2)cc1
6%	-4%	1.7%	1%	5.6%	-0.1%	18%	-60%	-7%	COCc1ccc(C(=O)N2CCCC(C(=O)c3ccc(Cl)cc3C)C2)o1 (configuration not stated)

The final 2 compounds of the section before are carried over, then new ones follow.
GPR35 antagonists	SIAH1 antagonists	HIV fusion peptide	AID2073	KOR beta-arrestin-1	GPR55 beta-arrestin	NOD1 NF-kB reporter	KOR beta-arrestin-2	GPR55 antagonists	structure
-6%	3%	-0.1%	-4%	-0.6%	-0.1%	14%	-6%	7%	Cc1ccc(-c2nnc(SCC(N)=O)nc2-c2ccc(C)cc2)cc1
6%	-4%	1.7%	1%	5.6%	-0.1%	18%	-60%	-7%	COCc1ccc(C(=O)N2CCCC(C(=O)c3ccc(Cl)cc3C)C2)o1 (configuration not stated)
-11%	0%	1.8%	11%	11%	-0.1%	-15%	16%	-3%	Cc1cccc(CCNS(=O)(=O)c2ccc3c(c2)oc(=O)n3C)c1
-19%	-1%	0.3%	-6%	2.4%	-0.2%	-6%	12%	-14%	Cc1ccc(Nc2nc(C)c3c(n2)CC(C)CC3=O)c(C)c1 (configuration not stated)
0%	-2%	1.6%	6%	5.8%	0.0%	0%	-11%	-18%	CCOc1ccc(C(=O)Nc2nnc(C3=COCCO3)o2)cc1
13%	0%	-3.0%	5%	3.3%	0.3%	4%	0%	-2%	COc1cc(/C=N/NC(=O)c2ccc(O)cc2)ccc1OCC(=O)N1CC(C)OC(C)C1 (configuration not stated)
17%	0%	-2.8%	-35%	6.0%	-0.6%	1%	12%	-7%	O=S(=O)(c1ccc(NC(=S)NN=C(C2CC2)C2CC2)cc1)N1CCOCC1
-4%	5%	8.6%	14%	2.3%	-0.2%	1%	-2%	16%	COc1cc(/C=C2\C(=O)N(c3ccccc3)N=C2C)ccc1Oc1ccc([N+](=O)[O-])cc1[N+](=O)[O-]
1%	2%	0.4%	-8%	-0.3%	0.7%	-10%	3%	3%	COc1ccc(C2=NN(CC(=O)NCC(OC)OC)C(=O)CC2)cc1
8%	-1%	0.5%	-6%	.	0.2%	-23%	-54%[20 µM]	-4%	CC(C)CN1CCNC(=O)C1CC(=O)N(C)CC1CCOCC1 (configuration not stated)

Part of the list above, reformatted.
compound	GPR35 antagonists	SIAH1 antagonists	HIV fusion peptide	AID2073	KOR beta-arrestin-1	GPR55 beta-arrestin	NOD1 NF-kB reporter	KOR beta-arrestin-2	GPR55 antagonists
O=C(Nc1ccc(Br)c(C(F)(F)F)c1)c1ccc(C(F)(F)F)cc1	46%	13%	0.1%	-6%	5.8%	0.3%	42%*	-95%	14%
Cc1cc(NC(=O)CCCOc2ccc(Cl)cc2Cl)no1	5%	-3%	0.1%	9%	9.4%	0.7%	7%	-67%	0%
O=C(Nc1ccc(S(=O)(=O)N2CCOCC2)cc1)c1ccccc1Br	9%	0%	0.5%	10%	2.0%	-0.2%	-25%	-24%	9%
Cc1ccc(-c2nnc(SCC(N)=O)nc2-c2ccc(C)cc2)cc1	-6%	3%	-0.1%	-4%	-0.6%	-0.1%	14%	-6%	7%
COCc1ccc(C(=O)N2CCCC(C(=O)c3ccc(Cl)cc3C)C2)o1 (configuration not stated)	6%	-4%	1.7%	1%	5.6%	-0.1%	18%	-60%	-7%
Cc1cccc(CCNS(=O)(=O)c2ccc3c(c2)oc(=O)n3C)c1	-11%	0%	1.8%	11%	11%	-0.1%	-15%	16%	-3%
Cc1ccc(Nc2nc(C)c3c(n2)CC(C)CC3=O)c(C)c1 (configuration not stated)	-19%	-1%	0.3%	-6%	2.4%	-0.2%	-6%	12%	-14%
CCOc1ccc(C(=O)Nc2nnc(C3=COCCO3)o2)cc1	0%	-2%	1.6%	6%	5.8%	0.0%	0%	-11%	-18%
COc1cc(/C=N/NC(=O)c2ccc(O)cc2)ccc1OCC(=O)N1CC(C)OC(C)C1 (configuration not stated)	13%	0%	-3.0%	5%	3.3%	0.3%	4%	0%	-2%
O=S(=O)(c1ccc(NC(=S)NN=C(C2CC2)C2CC2)cc1)N1CCOCC1	17%	0%	-2.8%	-35%	6.0%	-0.6%	1%	12%	-7%

(cont.)
GPR35 antagonists	SIAH1 antagonists	HIV fusion peptide	AID2073	KOR beta-arrestin-1	GPR55 beta-arrestin	NOD1 NF-kB reporter	KOR beta-arrestin-2	GPR55 antagonists	structure
-11%	1%	8.4%	8%	0.0%	-0.1%	-35%	-28%	4%	C#CC[N+]1(CC#Cc2ccc(C#CC[N+]3(CC#C)CCOCC3)cc2)CCOCC1
-2%	2%	0.0%	-11%	-1.9%	0.2%	-16%	17%	-5%	COc1ccc(-c2nc(=S)[nH][nH]2)cc1
12%	5%	-2.3%	-9%	7.5%	-0.3%	-33%	24%	-3%	COc1ccc(C(=O)NC(=S)Nc2cc(C)ccn2)cc1[N+](=O)[O-]
19%	-2%	-0.7%	-1%	2.2%	0.2%	-18%	10%	12%	Cc1ccc(CNC(=O)CSc2nc3ccsc3c(=O)n2Cc2ccccn2)cc1
-27%	-2%	-0.7%	1%	1.8%	0.2%	28%	-13%	3%	COc1ccc(CCNC(=O)COc2ncnc3ccccc23)cc1OC
13%	-2%	0.1%	-8%	-6.0%	0.2%	7%	-25%	-4%	CCOC(=O)c1cc2sccc2n1CC(=O)N1c2ccccc2CC1C (configuration not stated)
16%	-1%	0.9%	-1%	4.7%	0.3%	.	-16%	0%	COc1ccc(-c2n[nH]c(C)c2-c2ccc(OC)c(OC)c2)c(O)c1
-3%	9%	-1.4%	-4%	1.3%	0.3%	-35%	20%	23%	COc1ccc2c(c1)CCc1c(C(=O)N3CCCC3)noc1-2
-10%	0%	-0.5%	-7%	-5.4%	0.2%	-20%	-15%	0%	CC(NC(=O)C1CCN(C(=O)[C@@H]2Cc3ccccc3CN2)CC1)c1ccccc1 (some centres not stated)
6%	-7%	-0.7%	5%	1.2%	0.0%	-66%	-29%	6%	COc1cccc(-n2nnc3c(=O)n(Cc4ccc(Br)cc4)cnc32)c1
13%	2%	2.1%	26%	-1.2%	0.3%	-4%	19%	6%	Cc1cccc(NC(=O)Cn2c(=O)oc3ccccc32)c1C
-6%	-2%	-0.8%	1%	6.3%	1.0%	-44%	19%	16%	O=C1/C(=C\c2cccs2)Sc2ccc3ccccc3c21
0%	2%	0.8%	0%	-1.6%	0.3%	-7%	13%	11%	O=C(COC(=O)c1ccncc1)Nc1cc(Cl)ccc1Cl
9%	2%	0.9%	-2%	-0.4%	-0.2%	-18%	-12%[20 µM]	10%	Brc1ccc(OCCCOc2cccc3cccnc23)cc1
0%	-2%	-0.2%	0%	.	-0.1%	-20%	-38%[20 µM]	-4%	O=C(c1cnn2c(C(F)F)cc(-c3ccccc3)nc12)N1CCc2ccccc2C1
2%	2%	0.0%	-5%	0.1%	-0.1%	-4%	-3%	-4%	COc1ccc(N(C(=O)C(C)C)S(=O)(=O)c2ccc(Cl)cc2)cc1
0%	-2%	2.1%	14%	9.8%	-0.1%	14%	-2%	4%	COc1ccccc1Nc1nnc(C)c(=O)[nH]1
6%	-2%	0.9%	4%	-3.0%	0.3%	-39%	-8%	-5%	CCOc1ccc(NC(=O)C2CCCN(C(=O)NCc3ccccc3)C2)cc1 (configuration not stated)
9%	3%	3.2%	20%	-1.4%	-0.1%	-15%	-11%	12%	CCC1C(=O)Nc2ccccc2N1C(=O)COc1ccccc1 (configuration not stated)
13%	0%	-1.0%	-5%	-1.8%	-0.2%	-3%	-8%	2%	O=C(CCCCCN1C(=O)c2ccccc2C1=O)Nc1ccc(C(=O)O)cc1
7%	-2%	0.9%	-1%	1.8%	-0.1%	-34%	-28%	3%	COCc1cc(C)nc2sc3c(=O)n(Cc4ccco4)nnc3c12
-4%	-10%	5.8%	3%	-4.2%	-0.2%	-17%	-4%	6%	O=[N+]([O-])c1ccc(O)c(/C=N/Nc2ccccn2)c1
-3%	5%	-0.7%	-4%	-2.2%	0.5%	6%	13%	13%	COc1cccc(N2CCN(C(=O)CCSCc3ccccc3F)CC2)c1
-10%	3%	0.8%	7%	-1.9%	0.5%	-8%	5%	10%	COc1cc2c(cc1OC)/C(=C/C(=O)c1ccc(NC(C)=O)cc1)NCC2
-8%	-3%	-1.1%	0%	1.0%	0.0%	7%	-8%	35%	COc1cccc(C(=O)NNC2=C(C(=O)C(F)(F)F)CCC2)c1
-10%	0%	0.4%	2%	-2.9%	-0.1%	4%	27%	14%	CCOC(=O)C1C(c2ccc(C)o2)NC(=O)NC1(O)C(F)(F)F (configuration not stated)
-3%	7%	0.6%	-3%	9.4%	-0.2%	-13%	-14%	-13%	CCc1ccc(S(=O)(=O)NCc2ccc(N3CCN(C)CC3)cc2)cc1
